# Screening results from PubChem.
# GSK3B inh = human GSK3beta kinase inhibition; P49841; GST-GSK3beta kinase, ADP-Glo luminescence, 60 min; active compounds read low; activity score (negative = inhibition), % at 10 µM; hit rate 0.038% among 300,000;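 active = more than half of replicate wells score below -50%, meaning over 50% inhibition versus plate controls; inconclusive = some replicates but at most half score below -50%; inactive = no replicate scores below -50%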;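 also: 0% = median DMSO wells and -100% = median GW8510 positive control wells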
# Target sequence (P49841 whole entry, looked up): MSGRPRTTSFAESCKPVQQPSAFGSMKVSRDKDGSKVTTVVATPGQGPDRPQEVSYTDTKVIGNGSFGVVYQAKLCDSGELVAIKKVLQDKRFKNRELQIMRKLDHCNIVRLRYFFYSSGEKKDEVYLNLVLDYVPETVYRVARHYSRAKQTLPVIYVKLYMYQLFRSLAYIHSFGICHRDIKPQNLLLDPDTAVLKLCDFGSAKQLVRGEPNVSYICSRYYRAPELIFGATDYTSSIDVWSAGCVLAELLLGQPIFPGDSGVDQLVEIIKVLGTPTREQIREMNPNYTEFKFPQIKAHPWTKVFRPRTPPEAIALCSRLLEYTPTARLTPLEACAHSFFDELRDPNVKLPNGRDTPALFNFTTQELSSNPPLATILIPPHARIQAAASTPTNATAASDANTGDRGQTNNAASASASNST
#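 test system = GST-tagged human GSK3beta kinase, cell-free | reagent = 25 µM ATP with peptide substrate | dosing = one dose of 10 µM per compound | schedule = 60 min reaction, RT | detection = luminescent ADP-Glo measurement of ADP formed | control set = DMSO neutral wells and GW8510 at 20 µM as positive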
# AI-2 QS modul = modulates the Vibrio harveyi AI-2 quorum sensing system | AID 2094 | activity change, % at 7.5 µM | Vibrio harveyi JMH597 AI-2 luminescence/OD600 ratio, 9 h; active compounds read low; strain lacks LuxN and CqsS sensors; 0 = neutral-control median | hit rate 0.4% among 300,000; in the data active = activity change below about -75%, passing the limit was not always enough; inconclusive = no clear call, values can overlap the other calls;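 also: luminescence divided by OD600 gain over 9 h not by final OD600 alone; inactives centre near 13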
# GSK3A inh = inhibitors of human GSK-3 alpha kinase; P49840; ADP-Glo luminescence, 60 min; inhibition, % at 10 µM; hit rate 0.1% among 320,000; AID 2650;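 in the data active = inhibition above about 50%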;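 also: GST-tagged GSK-3 alpha with peptide substrate and 25 µM ATP; 0% = DMSO neutral wells and 100% = GW8510 positive control wells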
# Target sequence (P49840 whole entry, looked up): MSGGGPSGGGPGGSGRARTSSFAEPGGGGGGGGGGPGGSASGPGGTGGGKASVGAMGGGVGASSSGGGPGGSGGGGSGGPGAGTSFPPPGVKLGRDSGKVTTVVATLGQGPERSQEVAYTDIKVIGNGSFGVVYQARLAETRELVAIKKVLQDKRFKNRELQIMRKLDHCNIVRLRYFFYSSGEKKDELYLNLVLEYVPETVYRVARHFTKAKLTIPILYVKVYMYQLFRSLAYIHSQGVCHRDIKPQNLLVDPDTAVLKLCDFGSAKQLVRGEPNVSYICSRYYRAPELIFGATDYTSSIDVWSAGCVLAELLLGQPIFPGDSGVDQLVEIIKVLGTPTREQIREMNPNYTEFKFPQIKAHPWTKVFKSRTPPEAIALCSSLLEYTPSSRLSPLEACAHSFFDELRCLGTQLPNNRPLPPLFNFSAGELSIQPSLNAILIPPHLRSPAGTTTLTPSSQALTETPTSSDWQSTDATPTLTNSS
# aSyn UTR inh = 5' untranslated region of α-synuclein, MLPCN primary screen; hit rate 0.82% among 300,000; AID 1813; inhibition, % (tested at 7.5 µM); alpha-synuclein 5'UTR reporter, inhibitor activity; in the data active = inhibition above about 60%; inconclusive = no clear call, values can overlap the other calls;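 also: H4 neuroglioblastoma cells stably carrying SNCA 5'UTR luciferase fusion; 0% = DMSO wells and 100% = positive control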
# IEC-6 cytotox = counter-screen for KLF5 inhibitors: cytotoxicity in IEC-6 cells. inhibition, % at 5 µM. hit rate 0.78% among 290,000. AID 1825. IEC-6 cytotoxicity, luminescence viability; in the data active = inhibition above about 22%;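 also: 0% = plate median of test compound wells and 100% = cytotoxic reference compound wells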
# HSF1 activator = increases HSF-1 driven luciferase reporter signal; activation, % at 9 µM; hit rate 1.7% among 300,000; AID 504408; NIH3T3-HGL HSF-1 luciferase reporter, MG132, 8 h; 100% = twice DMSO control signal;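 active = mean replicate activation of at least 50% with a set share of replicates each reaching 50%; inconclusive = only one of those two conditions met; inactive = mean below 50% and too few replicates reaching it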;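 also: 0% = median of the neutral control wells and 100% = twice that signal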
# KLF5 inhibitor = kruppel-like factor 5 inhibition; AID 1700; DLD-1 KLF5 promoter-luciferase reporter, luminescence; hit rate 0.23% among 290,000; inhibition, % at 5 µM;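 active = inhibition above a per-plate limit of that plate's mean compound inhibition plus 3 SD, cut at about 60% in these data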;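 also: 0% = DMSO wells and 100% = LY294002 at 200 µM; higher means less KLF5 promoter-driven luciferase light; inactives centre near -14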
# HSP90 inh = inhibitors of HSP90 luciferase refolding in rabbit reticulocyte lysate; AID 1789; hit rate 0.91% among 290,000; inhibition, % at 5.6 µM; luciferase refolding luminescence, 3 h;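 active = inhibition above the screen-wide mean plus 3 SD, computed separately per campaign, cut at about 16% in these data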;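 also: 0% = DMSO wells and 100% = 60 µM geldanamycin wells; inhibitors lower the luminescence because luciferase stays unfolded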
# HIF act = HIF pathway transcriptional activation; U2OS HRE-luciferase reporter, luminescence; normalized: DMSO 0%, desferrioxamine 100%; activation, % at 7.5 µM (by protocol); hit rate 0.32% among 300,000;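 active = mean activation of at least 10% of the iron chelator positive control signal, with at least half of replicates also reaching 10%; inconclusive = mean and replicate majority disagree about reaching 10%; inactive = mean and most replicates under 10%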
# HSF1 inh = HSF1 inhibition; NIH3T3-HGL HSE-luciferase, MG132-induced, luminescence 8 h; active compounds read low; activity change, negative = inhibition, % at 7.5 µM (by protocol); hit rate 0.77% among 300,000; AID 2098;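 active = more than half of replicate wells show activity change below -50%, luminescence cut by over half; inconclusive = some wells, but at most half, below -50%; inactive = no replicate well below -50%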;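 also: luciferase reports HSF-1 transcriptional activity via heat shock element; 0% = median of DMSO wells and -100% = zero luminescence signal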
# The depositor's hits bear a star; ? = inconclusive; . = no result given.
SMILES,GSK3B inh,AI-2 QS modul,GSK3A inh,aSyn UTR inh,IEC-6 cytotox,HSF1 activator,KLF5 inhibitor,HSP90 inh,HIF act,HSF1 inh
C=CCn1c(SCn2nnc3ccccc3c2=O)nnc1-c1ccc(Br)cc1,-1,37,-6,-29,4,13,10,0,0.2,13
Cc1nc2scc(-c3ccc(C(C)(C)C)cc3)c2c(=O)n1N,-1,13,3,23,14,4,0,2,-0.5,8
COc1ccc(/C=C2\C(=O)c3ccccc3OC2c2ccccc2)cc1 (stereo unspecified),3,25,-3,3,7,0,7,2,1.1,-2
Cc1ccccc1Nc1ncnc2c1cnn2Cc1ccccc1,3,-15,-1,23,3,0,-25,0,-0.5,-12
O=C1CC(c2ccccc2)SC(N(c2ccccc2)c2ccccc2)=N1 (stereo unspecified),-4,19,-1,1,-1,-13,-3,0,-0.2,-7
COc1ccc(/C=N/NC(=O)c2ccc(N(C)S(=O)(=O)c3ccccc3)cc2)cc1,1,3,.,10,5,-3,0,-2,-0.3,-6
CCC(=O)N1c2ccccc2NC2=C(C(=O)CCC2)C1c1ccc(N(C)C)cc1 (stereo unspecified),1,14,0,16,1,-1,-3,0,1.6,-12
COC(=O)c1c(C)c(OC(=O)c2c(C)cc(O)c(C=O)c2O)cc(C)c1O,1,9,3,3,.,0,.,.,0.2,-2
CC(=O)Nc1ccc(NC(=O)C2CC(=O)N(C(C)C)C2)cc1 (stereo unspecified),4,21,-1,-18,-2,-5,-18,0,0.1,-3
COCC1CCN(C(=O)c2ccc3oc(Cc4ccc(Cl)cc4)nc3c2)C1 (stereo unspecified),1,20,-1,2,5,3,-12,-2,-0.2,7
COCCCNC(=O)C(Cc1ccccc1)NS(=O)(=O)c1ccc2c(c1)c(=O)n(C)c(=O)n2C (stereo unspecified),-1,13,-3,-13,8,-37,10,2,0.1,-21
CCn1c(SCC(=O)N2CCCCC2)nc2c(c1=O)SCC2,-1,-8,-2,15,3,18,-7,1,-0.1,0
CN(C)c1nc(SCCOC(=O)COc2ccc(Cl)cc2Cl)nc(N(C)C)n1,-8,22,-1,15,-2,7,-13,0,0.7,-1
FC(F)Sc1ccc(NC(=S)NC(c2ccccc2)c2ccccc2)cc1,4,14,-3,13,8,-6,-7,4,-0.4,1
CN(C)c1nnnn1-c1ccc(OC(F)(F)F)cc1,-1,26,-4,10,12,3,-16,2,0.0,-3
Cc1cc(C)n(-c2ccc(C(=O)NCc3ccc(F)cc3)cc2)n1,2,6,1,-3,-2,2,-37,-2,-0.3,-7
CCN(CC)C(=O)c1ccc2c(=O)n(CCOC)c(=S)[nH]c2c1,2,33,-3,12,-2,-5,-39,0,-0.1,-4
CC(C)N1C[C@@]23C=C[C@@H](O2)C(C(=O)OCc2ccccc2)[C@H]3C1=O (stereo partly specified),0,12,2,17,4,0,-16,-1,-0.2,-2
CCOC(=O)c1ccccc1NC(=O)c1ccccc1SC,2,23,-1,6,12,0,-4,1,-0.1,-2
CCNC(=O)CC1SC(=Nc2ccc(C)c([N+](=O)[O-])c2)N(C)C1=O (stereo unspecified),1,-5,-2,3,.,6,.,.,-0.7,-8
NNC(=O)c1ccc(COCC(F)(F)C(F)F)cc1,-3,-7,4,5,-2,-2,-16,-3,-0.1,-7
COc1cccc(-c2cc(C(=O)N3CCCCCC3)no2)c1,2,?,-1,17,4,13,-155,15,-0.8,7
C=CCn1c(COc2ccccc2F)nnc1SCC(=O)Nc1cc2oc3ccccc3c2cc1OC,-1,11,3,49,4,17,-24,9,-0.7,12
N#CC(C(=S)Nc1ccccc1)c1nc2ccccc2[nH]1 (stereo unspecified),-1,6,0,-38,3,4,-9,-3,1.8,7
N#CC1=C(N)OC2=C(C(=O)CCC2)C1c1ccc2c(c1)OCO2 (stereo unspecified),3,50,-2,-1,-5,1,-26,3,0.7,3
Cc1ccc(NC(=O)CC2SCCNC2=O)cc1Cl (stereo unspecified),-2,-49,0,-143,8,20,-38,4,0.9,0
CCOC(=O)c1ccc(N2C(=O)CC(C)(CC)CC2=O)cc1,-1,6,-1,-14,-6,-6,-22,-5,-0.2,1
Cc1ccccc1OCC(=O)OCC(=O)Nc1cc(S(=O)(=O)N2CCCCC2)ccc1Cl,3,12,-3,-8,.,11,.,.,0.0,2
O=C(Nc1ccc2c(c1)OCO2)c1cccc(F)c1,8,6,-1,-183,3,17,-104,-3,2.8,14
CC(=O)c1ccc(OCCCOc2cccc3cccnc23)cc1,-1,-9,1,-10,9,28,-26,-2,-12,10
COC(=O)C1=C(O)/C(=C\c2ccc(OCC(=O)Nc3ccc(OC)cc3)cc2)N=C1C,3,28,1,-3,-4,14,-15,1,-0.5,2
Cc1ccc(S(=O)(=O)N(C)C)cc1NC(=O)CN1C(=O)NC(Cc2ccccc2)C1=O (stereo unspecified),.,.,-1,-8,.,-9,.,.,-0.1,-1
CCCc1nnc(NC(=O)CCC(=O)N2CCN(S(=O)(=O)c3ccc(F)cc3)CC2)s1,1,31,-1,0,5,-88,-19,0,-0.3,-86*
COc1ccc(OC)c(-c2cc(C3CCN(c4cc(Cl)nc(N)n4)CC3)[nH]n2)c1,1,29,1,?,-6,4,-54,1,-0.2,0
O=C1NC(c2ccccc2)CCO1 (stereo unspecified),4,-9,0,-8,1,4,-14,3,-0.3,0
O=C(NC1CCCCCC1)c1ccc(CS(=O)(=O)Cc2ccccc2F)o1,4,31,1,7,1,6,-67,2,-0.3,0
COc1ccc(-c2nc3c(c(=O)n(C)c(=O)n3C)n2CC2CC(c3ccccc3)=NO2)cc1OC (stereo unspecified),-2,14,5,-5,4,-26,-18,-4,-0.3,-34
Cc1ccc2nc(-c3ccsc3)c(NC3CCCC3)n2c1,0,21,-2,-64,2,30,-58,-2,3.4,11
CCOc1ccc(C(=O)CCC(=O)NNC(=O)c2ccccc2O)cc1,.,.,-2,8,.,6,.,.,0.7,-1
Cc1cc(C)cc(NC(=O)C2C3C=CC4(O3)C2C(=O)N(CCN2CCCCC2)C4C(=O)NC2CCCCC2)c1 (stereo unspecified),-5,18,-3,-6,-6,-1,7,-2,0.0,1
Cc1ccc2c(c1)N(C(=O)CCC(=O)NC1CCCCCC1)CC(C)O2 (stereo unspecified),2,13,-2,3,2,18,3,-1,0.0,9
CCCN1C(=O)c2cc(C(=O)O)ccc2C1O (stereo unspecified),-6,15,-2,15,-4,-19,-16,2,0.0,-5
O=C(NCc1ccccc1)c1ccc(CS(=O)(=O)Cc2ccccc2F)o1,0,12,-1,-6,-6,-12,-2,-2,-0.2,-1
COc1ccccc1NS(=O)(=O)c1cccc(NC(=O)Nc2ccc(Cl)cc2)c1,-4,26,0,6,7,6,4,0,-0.1,1
C=CCn1c(-c2ccc(N)cc2)nc2ccccc21,2,22,-4,-48,-7,21,-38,-6,.,10
Cc1ccc(NC(=O)C2CCCN2C(=O)NC2CCCCC2)c(C)c1 (stereo unspecified),3,37,10,-13,-3,-10,4,-4,-1.0,5
CC(=O)NS(=O)(=O)c1ccc(NC(=O)CC(C)c2ccccc2)cc1 (stereo unspecified),3,20,2,23,-8,-5,-23,1,0.3,-11
Cc1nc2nc(-c3cccnc3)[nH]n2c(=O)c1Cc1ccccc1,6,13,-2,-7,-6,-2,-6,-2,-0.3,-2
CN(C)c1ccc(C(CNS(=O)(=O)c2ccc([N+](=O)[O-])cc2)N2CCCC2)cc1 (stereo unspecified),4,233,2,6,.,6,.,.,-6.6,3
CS(=O)(=O)N1CCN(Cc2ccc(C(F)(F)F)cc2)CC1,2,4,-3,13,-8,-1,-2,-3,-1.1,4

# Full records, looked up by structure. Screens in order: GSK3B inh	AI-2 QS modul	GSK3A inh	aSyn UTR inh	IEC-6 cytotox	HSF1 activator	KLF5 inhibitor	HSP90 inh	HIF act	HSF1 inh
# Record of CN(C)c1nnnn1-c1ccc(OC(F)(F)F)cc1 → -1	26	-4	10	12	3	-16	2	0.0	-3
# Record of COc1ccc(OC)c(-c2cc(C3CCN(c4cc(Cl)nc(N)n4)CC3)[nH]n2)c1 → 1	29	1	?	-6	4	-54	1	-0.2	0

# Next part.
SMILES,GSK3B inh,AI-2 QS modul,GSK3A inh,aSyn UTR inh,IEC-6 cytotox,HSF1 activator,KLF5 inhibitor,HSP90 inh,HIF act,HSF1 inh
O=c1ccnc(S/C=C/c2ccccc2)[nH]1,-3,24,-3,13,0,23,-21,5,-0.1,1
O=C(N1CCCCCC1)N1CCN(C(=O)N2CCCCC2)CC1,2,15,-2,12,5,-6,-20,2,0.2,-2
O=C(c1coc2ccc(O)cc12)C1CC1,-1,14,14,-57,-3,-15,-10,-2,1.2,1
CCOC(=O)[C@@H]1[C@H]2COc3ccccc3[C@@H]2N2C(=O)N(c3cccc(F)c3)C(=O)[C@]12C,-1,22,-3,23,.,-15,.,.,0.0,-3
CC1CN(C(=S)SCCN2Cc3ccccc3C2=O)CC(C)O1 (stereo unspecified),-3,21,1,-28,13,25,-8,-1,0.6,-3
COc1ccc(-c2ccc(CCC(=O)O)n2NC(=O)c2ccc(O)cc2)cc1,0,31,1,4,0,3,-25,1,0.2,-6
Cc1nc(SCc2ccccc2)c(C(F)(F)F)c(=O)[nH]1,-1,7,1,1,1,-15,-41,3,0.6,2
CC(C)c1ccc(NC(=S)NC2CCN(Cc3ccccc3)CC2)cc1,0,4,-2,-5,-4,10,6,-5,-1.7,-5
O=C(Nc1nnc2n1CCS2)c1ccc(Br)o1,-1,24,-1,10,-13,-3,-28,-4,0.1,1
CCCc1cc(=O)[nH]c(SC/C=C/c2ccccc2)n1,-4,24,-1,-6,.,14,.,.,-0.1,12
Fc1cccc(Cl)c1CSc1ccc(-c2ccco2)nn1,0,10,-1,-172,-3,36,-43,-2,3.6,30
CCOC(=O)c1cnc2c(ccc3ccccc32)c1NCCN(C)C,-5,-4,2,-31,-6,-5,-9,0,0.4,0
CC(C)NC(=O)NC(=O)CSc1ccccc1F,2,20,-2,5,-4,.,3,-3,.,.
O=C(CN1CCSCC1)N/N=C/c1ccc(F)cc1,-1,13,-2,9,-6,8,-18,1,-0.1,1
O=C1Nc2ccccc2O/C1=C\c1ccccc1Br,-2,7,-1,-17,14,13,-61,-3,-0.1,0
Cc1ccc(CN2CCNC(=O)C2CC(=O)N(C)CCc2cnn(C)c2)cc1 (stereo unspecified),1,12,0,-21,-8,28,-27,-8,-0.4,2
C=CCN(c1ccccc1)S(=O)(=O)c1ccc(Cl)c(C(=O)OCC(=O)N(C)C2CCS(=O)(=O)C2)c1 (stereo unspecified),-3,-3,-2,4,-6,-15,-18,0,0.3,-2
CCOC(=O)C1=C(CC)Nc2ccccc2N=C1NC(=O)c1ccc(OC)c(S(=O)(=O)N2CCCCC2C)c1 (stereo unspecified),-1,46,-4,-1,-2,7,-4,0,-0.2,-6
Cn1cc([N+](=O)[O-])c(C(=O)N(Cc2ccccc2)Cc2ccccc2)n1,1,2,0,3,6,-1,-16,-2,0.2,-5
